From PubChem
Tb PFK block = qHTS Assay to Find Inhibitors of T. brucei phosphofructokinase. T. brucei PFK, ADP-Glo luminescence. Potency, µM (doses to about 57.5 µM), for the others: top-dose activity, negative = inhibition, hits mostly inhibitors. 330,000 tested, 0.17% active. ATP-dependent 6-phosphofructokinase (Trypanosoma brucei brucei), O15648;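 note: potency is the fitted concentration of half-maximal effect; 0% = uninhibited 1x PFK enzyme wells and -100% = no-enzyme wells; nearly all actives have a fitted effect of over 60% in size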
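ADP-Glo luminescence quantified ADP after 45 min at room temperature, with 1.25 nM T. brucei PFK, 0.1 mM ATP and 0.5 mM fructose-6-phosphate in pH 8.0 TEA buffer. qHTS titrations up to 57 µM; curves classified by quality.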
Integrin act MD = qHTS for Activators of Integrin-Mediated Alleviation for Muscular Dystrophy | 350,000 tested, 0.064% active | Potency, µM (titrated, usually from 38.3 µM), for inactives: top-dose activation, actives largely listed as activators | alpha7betagal myoblasts, beta-gal FDG fluorescence, 48 h;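 note: potency is the fitted concentration of half-maximal effect; 100% = response of the positive control SU9516; nearly all actives have a fitted effect of over 60% in size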
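Alpha7betagal+/- myoblasts (passage 13) were plated 16-24 hr, then exposed to compounds (1:260 dilution of DMSO stock) for 48 hours at 37C. After MPER lysis, β-galactosidase reporter activity was read as FDG fluorescence (ex 480/em 540) after 30 minutes.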
Giardia killer = Small Molecules that selectively kill Giardia lamblia: qHTS. Giardia lamblia trophozoite viability. activity change, % at 7.66 µM, hits read low. 340,000 tested, 0.15% active; in the data active = activity change below about -80%; inconclusive = between about -30% and that limit;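 note: parasites exposed to compound for two days anaerobically before the ATP read; % is set by controls: 0 for no effect and ±100 for the full control effect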
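Trophozoite viability was measured as ATP-dependent luminescence, read 15-30 min after reagent addition. Before that, parasites at 100 cells/well were exposed to compounds for 48 h, anaerobically, at 37 deg C.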
PKM2 activator = qHTS Assay for Activators of Human Muscle isoform 2 Pyruvate Kinase; Pyruvate kinase PKM (Homo sapiens), P14618; purified PKM2, Kinase-Glo ATP luminescence, activation; response scale: 0% is enzyme alone, no compound; Potency, µM (highest dose often 57.5 µM), for inactives: at the top dose activation, most hits filed as activators; 260,000 tested, 0.34% active; AID 1631, 2009; note: potency is the fitted concentration of half-maximal effect; % is set by controls: 0 for no effect and ±100 for the full control effect; nearly all actives have a fitted effect of over 55% in size
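hPK-M2, >95% pure; 0.1 mM ADP / 0.5 mM PEP final; imidazole pH7.2 buffer w/ 7 mM MgCl2, 50 mM KCl; 1 h RT; Kinase-Glo lum. Intermediate enzyme activity for dual inhibitor/activator qHTS.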
S-ASM inh = Inhibitors of Secretory Acid Sphingomyelinase (S-ASM): qHTS | placental ASM, HMU-PC fluorogenic substrate, 60 min | Potency, µM (series often up to 57.5 µM), for the others: at the top dose activity change, negative = inhibition, actives largely listed as inhibitors | 340,000 tested, 0.006% active | AID 504937, 2011; note: potency is the fitted concentration of half-maximal effect
Target sequence (P17405 47-631 limits assumed): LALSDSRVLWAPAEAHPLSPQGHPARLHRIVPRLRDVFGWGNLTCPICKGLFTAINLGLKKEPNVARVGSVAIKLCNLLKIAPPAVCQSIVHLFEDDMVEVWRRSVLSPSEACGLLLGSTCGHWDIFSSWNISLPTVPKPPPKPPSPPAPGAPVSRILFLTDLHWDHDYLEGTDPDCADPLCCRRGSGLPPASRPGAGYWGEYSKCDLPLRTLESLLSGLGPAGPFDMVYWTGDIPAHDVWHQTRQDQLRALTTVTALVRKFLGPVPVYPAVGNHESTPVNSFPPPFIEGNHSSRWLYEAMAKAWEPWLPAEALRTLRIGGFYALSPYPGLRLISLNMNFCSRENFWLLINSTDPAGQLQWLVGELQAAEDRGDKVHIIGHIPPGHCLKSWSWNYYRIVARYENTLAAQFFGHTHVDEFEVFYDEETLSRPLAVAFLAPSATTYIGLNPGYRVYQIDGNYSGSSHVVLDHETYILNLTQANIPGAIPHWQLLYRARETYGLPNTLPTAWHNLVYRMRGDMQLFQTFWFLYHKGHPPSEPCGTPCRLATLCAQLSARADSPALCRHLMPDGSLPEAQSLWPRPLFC
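Steps: dispense placental human ASM, pin compound, wait 10 min at room temperature, add HMU-PC0 substrate at 9 uM final, incubate 60 min at 37 °C, add stop solution raising pH to 10, read fluorescence.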
GALK inhibitor = qHTS Assay for Inhibitors of Human Galactokinase (GALK); Potency, µM (series often up to 57.5 µM), for the others: at the highest dose activity change, negative = inhibition, most hits filed as inhibitors; P51570; AID 1868, 2009; 270,000 tested, 0.007% active; Purified GALK, Kinase-Glo residual ATP luminescence; note: potency is the fitted concentration of half-maximal effect; % is set by controls: 0 for no effect and ±100 for the full control effect
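5 nM enzyme, 35 uM ATP, 100 uM galactose, 20 mM HEPES pH8.0, 5 mM MgCl2; 1 h RT; residual ATP by Kinase-Glo Plus luminescence, qHTS format.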
FBPA coupling cs = qHTS Assay for Inhibitors of Fructose-1,6-bisphosphate Aldolase from Giardia Lamblia: Coupling assay counterscreen. 290,000 tested, 0.67% active. activity change, negative = inhibition, % at 58.2 µM, hits read low. AID 2472, 2010. coupling enzyme system counterscreen, AmpLite Red fluorescence; in the data active = activity change below about -30%; note: % is set by controls: 0 for no effect and ±100 for the full control effect
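Fluorescence at 525 nm excitation and 598 nm emission measured inhibition of the coupled detection system without aldolase. Compounds (at 57.5 uM final) were preincubated 10 min at room temperature with coupling enzyme reagent before a 20 min substrate/AmpLite Red step.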
Chronic BCR inh = qHTS Assay to Find Inhibitors of Chronic Active B-Cell Receptor Signaling. Potency, µM (top dose mostly 46.1 µM), for the others: at the top dose ratio change, negative = lower green/red ratio, most hits filed as inhibitors. ABC-DLBCL IkBa-CBG/CBR reporter, luminescence ratio, 4 h. 340,000 tested, 0.05% active; active = well fitted inhibition curve with a large enough effect in the signal ratio, with a control signal flat, not every such curve was filed as active; inconclusive = small, poorly fitted or top-dose-only effect, or effect the other way, or a change in a side signal; the % refers to the signal ratio;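 note: potency is the fitted concentration of half-maximal effect; plate controls were basal doxycycline-induced cells for no effect and cells given 10 µM MG132 for full effect; MG132 reads +100%, hits lower the ratio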
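TMD8 ABC-DLBCL cells carrying doxycycline-inducible green luciferase fused to IkappaBalpha plus unfused red luciferase were exposed to compounds (up to 46 uM) for 4 hrs at 37C. Activity came from the overlap-corrected green/red luminescence ratio.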
PTAP TSG101 blk = qHTS Assay for Iinhibitors of HIV-1 Budding by Blocking the Interaction of PTAP/TSG101; 340,000 tested, under 10 active; AID 493005, 2010; Potency, µM (doses to about 115 µM), for the others: at the highest dose activity change, negative = inhibition, actives largely listed as inhibitors; Fluorescence polarization, FITC-PTAP peptide / Tsg101 binding; active = well fitted inhibition curve with a large enough effect in the main read-out, with a control signal flat, not every such curve was filed as active; inconclusive = small, poorly fitted or top-dose-only effect, or effect the other way, or a change in a side signal; inactive = no such curve, though single readings can be large or run the other way; note: potency is the fitted concentration of half-maximal effect; % of control where 0% means no effect
Target sequence (Q99816 whole entry, looked up): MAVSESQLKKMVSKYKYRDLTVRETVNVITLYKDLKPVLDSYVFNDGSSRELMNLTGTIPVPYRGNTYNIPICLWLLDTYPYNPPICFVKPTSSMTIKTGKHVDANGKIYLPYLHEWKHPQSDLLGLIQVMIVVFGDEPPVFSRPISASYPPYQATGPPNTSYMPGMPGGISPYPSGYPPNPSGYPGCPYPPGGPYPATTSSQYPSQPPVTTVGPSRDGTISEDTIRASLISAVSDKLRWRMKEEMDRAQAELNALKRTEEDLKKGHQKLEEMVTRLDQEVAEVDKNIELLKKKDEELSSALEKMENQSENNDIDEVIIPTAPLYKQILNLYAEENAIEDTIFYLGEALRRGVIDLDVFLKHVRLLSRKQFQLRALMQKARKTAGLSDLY
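FP read-out: FITC-PTAP peptide, 50 nM final, binding Tsg101 binding domain, 10 uM final; 20 min, r.t.; 10 mM HEPES pH 7.5, 0.15 M NaCl, 0.01% Tween 20, 3 mM EDTA, 0.1 mM TCEP.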
B2AR arrestin = qHTS assay of beta-arrestin-biased ligands of beta2-adrenergic receptor | beta-arrestin recruitment to beta2AR, cell-based reporter | Potency, µM (titrated, usually from 46.1 µM), inactives show at the highest dose activation, actives largely listed as activators | 330,000 tested, 0.02% active | AID 492947, 2010;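 note: potency is the fitted concentration of half-maximal effect; 0% = DMSO controls and full agonism = EC100 isoproterenol or metaproterenol; nearly all actives have a fitted effect of over 65% in size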
Menin MLL FP TR = qHTS Assay for Inhibitors Targeting the Menin-MLL Interaction in MLL Related Leukemias: Competition With Texas Red Labeled MLL-derived Mutant Peptide; Potency, µM (doses to about 61.6 µM), for the others: at the highest dose FP activity change, negative = inhibition, most hits filed as inhibitors; Menin + Texas Red MLL mutant peptide, fluorescence polarization; O00255; 270,000 tested, 0.23% active; active = well fitted inhibition curve with a large enough effect in the polarisation, with a control signal flat, not every such curve was filed as active; inconclusive = small, poorly fitted or top-dose-only effect, or effect the other way, or a change in a side signal; inactive = no such curve, though single readings can be large or run the other way; the % refers to the polarisation; note: potency is the fitted concentration of half-maximal effect; % of control where 0% means no effect; many of its hits are not listed in these tables
Active calls of the source: *; u = inconclusive; x = no result given; & = joins results of further samples; [ ] = another dose, or the depositor's remark. Unless noted, calls come from the whole dose curve; as a rule, active = well fitted curve in the direction sought with a large enough effect; inconclusive = small, poorly fitted or top-dose-only effect, or another doubt; inactive = no such curve, though single readings can be large; an effect the other way counts as inactive or inconclusive. Only part of the results is shown; rates above refer to the full screens.

Below each compound: B2AR arrestin	Chronic BCR inh	Integrin act MD	PKM2 activator	Menin MLL FP TR	Giardia killer	Tb PFK block	GALK inhibitor	S-ASM inh	PTAP TSG101 blk	FBPA coupling cs
- COc1ccccc1CNS(=O)(=O)c1c(C)nc2scc(C)n2c1=O
 : 0.4%	1%	31%	5%	-10%	2	-8%	14%	4%	-4%	-4
- Cc1ccccc1C(=O)N1CCC(C(=O)Nc2ccc(S(=O)(=O)N(C)C(C)C)cc2)CC1
 : 3.4%	-20%	-20%	-4%	0%	4	6%	-1%	0%	-6%	0
- CCc1noc(C)c1C(=O)N1CCN(S(=O)(=O)c2ccc(C)cc2C)CC1
 : -0.3%	0%	-1%	x	x	-15	-9%	x	2%	-3%	x
- CC(=O)Nc1cccc(NC(=O)CSc2nc(=O)n(Cc3ccncc3)c3c2CCC3)c1
 : -0.2%	-22%	8%	x	x	1	-6%	x	-1%	-2%	x
- N#Cc1ccc(Cl)cc1NC(=O)CSc1nc2nc(-c3cccs3)cc(C(F)(F)F)c2c(=O)[nH]1
 : -0.3%	-9%	x	-4%	x	x	-1%	-3%	x	x	-1
- CC(C)(C)NC(=O)c1cccc(NC(=O)c2cccc(O)c2)c1
 : -0.7%	-5%	13%	-3%	-21%	13	-6%	x	3%	-6%	-2
- CC(C)CN(CCNC(=O)c1cn(C)c2ccc(S(=O)(=O)N3CCCC3)cc2c1=O)CC(C)C
 : 0.2%	0%	42%	x	x	2	0%	-2%	5%	-3%	x
- O=C(Nc1cccc(NC(=O)c2ccccc2[N+](=O)[O-])c1)c1ccccc1Cl
 : -0.5%	u	1%	-2%	u	-5	-2%	-5%	-3%	-4%	-1
- Cc1ccc(C(=O)NC2CCCCCC2)cc1S(=O)(=O)N1CCOCC1
 : 0.0%	-14%	13%	-1%	x	-19	-10%	7%	-3%	x	x
- CCOC(=O)Cn1nc(C)c(NC(=O)CCc2ccccc2)c1C
 : 0.0%	0%	u	-5%	6%	7	-2%	6%	-1%	-9%	9
- Cc1ncsc1CCC(=O)N1CCCC(Nc2ccc(C(C)C)cc2)C1 (centres undefined)
 : -0.2%	-7%	-2%	-8%	x	5	1%	-3%	2%	-1%	x
- CSc1cccc(NS(=O)(=O)c2ccc(F)cc2)c1
 : -0.3%	u	4%	7%	28%	-5	-3%	-2%	-2%	-7%	1
- COC(=O)c1cc(S(=O)(=O)NCc2ccc3c(c2)OCO3)cn1C
 : -0.2%	0%	7%	x	x	1	0%	0%	1%	-3%	x
- COc1cc(-c2nnn(CC(=O)NCc3ccccc3)n2)cc(OC)c1OC
 : -0.1%	-10%	-21%	-5%	0%	7	1%	6%	1%	-1%	0
- CCc1noc(C)c1C(=O)N1CCCSC1=Nc1ccccc1C(C)C
 : 0.6%	9%	11%	x	x	1	0%	x	-1%	-2%	x
- Cn1ncc2c(Sc3ccc(Cl)cc3)ncnc21
 : -0.4%	-12%	-17%	-2%	-11%	-7	6%	-2%	-2%	-1%	1
- O=C(Nc1ccncc1)C1c2ccccc2Oc2ccccc21
 : 0.1%	16%	6%	10%	35%[activator]	-20	-1%	-2%	0%	-7%	2
- C=CCC1NS(=O)(=O)OCC1C(C)C (centres undefined)
 : -0.9%	15%	14%	2%	-2%	-5	-2%	x	-2%	-4%	0
- CC1CCN(C(=S)Nc2ccc(SC(F)F)cc2)CC1
 : -0.3%	5%	-15%	-6%	16%	-10	0%	-2%	5%	-1%	0
- CC(=O)N1CCC(=NNC(=O)c2cccs2)CC1
 : -0.1%	u	17%	-1%	-12%	-1	-7%	1%	5%	0%	0
- CCOc1cc2c(cc1/C=C1/NC(=O)N(CC(=O)OC)C1=O)OCO2
 : -0.2%	11%	12%	-21%	3%	-1	-5%	2%	93%[activator]	0%	-2
- Cc1nc(C)c(-c2ccc(SCC(=O)Nc3cccc(F)c3)nn2)s1
 : -0.2%	2%	-25%	7%	x	15	1%	-4%	-1%	0%	x
- CC(NC(=O)Nc1ccccc1)c1ccccc1 (centres undefined)
 : -1.0%	1%	9%	2%	3%	-10	0%	1%	3%	1%	-2
- C/C(=N\NC(=O)c1cc(C)[nH]n1)C(C)(C)C
 : -0.2%	-10%	9%	-3%	0%	0	4%	x	3%	-3%	2
- COc1ccc(-c2nc(NC3=NCCCCC3)sc2C)cc1
 : 0.4%	-5%	u	-2%	2%	-2	-2%	-2%	0%	-1%	1
- Cc1ccc(S(=O)(=O)CC(=O)N2CCCCCC2)cc1
 : -0.1%	u	8%	5%	28%	3	-1%	1%	5%	-7%	1
- Cc1cc(Oc2ccccc2)nc(SCC(=O)Nc2ccc(Cl)c(Cl)c2)n1
 : 0.2%	3%	4%	-1%	12%	-11	0%	1%	-17%	-2%	0
- COc1ccc(C(=O)c2ccc(N3CCN(C(=O)c4ccc(F)cc4)CC3)c(F)c2)cc1Br
 : 0.2%	u	15%	7%	-11%	3	-1%	0%	0%	-7%	0
- Cc1ccc(S(=O)(=O)NC(=O)NCc2ccc3c(c2)OCO3)cc1
 : 0.0%	-1%	8%	-4%	0%	-7	-1%	-4%	-5%	-6%	10
- CCOC(=O)c1cc(C(=O)NN)c(C)nc1C
 : 0.5%	-10%	-10%	-1%	-5%	-13	0%	1%	5%	3%	2

Given with each value named: entries from further up
CC(C)CN(CCNC(=O)c1cn(C)c2ccc(S(=O)(=O)N3CCCC3)cc2c1=O)CC(C)C
  B2AR arrestin = 0.2% | Chronic BCR inh = 0% | Integrin act MD = 42% | PKM2 activator = x | Menin MLL FP TR = x | Giardia killer = 2 | Tb PFK block = 0% | GALK inhibitor = -2% | S-ASM inh = 5% | PTAP TSG101 blk = -3% | FBPA coupling cs = x
CCc1noc(C)c1C(=O)N1CCCSC1=Nc1ccccc1C(C)C
  B2AR arrestin = 0.6% | Chronic BCR inh = 9% | Integrin act MD = 11% | PKM2 activator = x | Menin MLL FP TR = x | Giardia killer = 1 | Tb PFK block = 0% | GALK inhibitor = x | S-ASM inh = -1% | PTAP TSG101 blk = -2% | FBPA coupling cs = x

Next section
Below each compound: B2AR arrestin	Chronic BCR inh	Integrin act MD	PKM2 activator	Menin MLL FP TR	Giardia killer	Tb PFK block	GALK inhibitor	S-ASM inh	PTAP TSG101 blk	FBPA coupling cs
- O=C(COc1ccccc1)N(Cc1ccco1)c1ccc(O)cc1
 : -0.6%	0%	6%	-1%	4%	-14	0%	-5%	5%	-5%	9
- COCCN(CCOC)Cc1c(O)ccc2c1O/C(=C\c1ccco1)C2=O
 : 0.0%	1%	-6%	x	u	-12	-11%	-2%	-1%	u	-5
- Cc1ccc(S(=O)(=O)N/N=C/c2ccc(C#N)cc2)cc1
 : 0.2%	-4%	-2%	x	11%	11	-1%	-1%	14%	-4%	0
- COc1cccc(NC(=O)CN(C)C(=O)c2ccc(-c3ccc(Cl)cc3)o2)c1
 : 3.0%	1%	3%	x	x	-3	-7%	x	-14%	-11%	x
- CCN(CC)CCC(c1ccc(OC)cc1)c1c(O)cc(OC)cc1OC (centres undefined)
 : 0.6%	1%	-24%	-2%	-20%	9&19	9%	0%	8%	-3%	-1&2
- O=C(c1ccccc1F)N1CCN=C1SCc1cccnc1
 : 0.5%	u	-12%	11%	-5%	u	-2%	1%	0%	-5%	-4
- O=C(N/N=C/c1cccnc1)c1cc2ccccc2o1
 : -0.1%	u	0%	6%	-6%	-17	-1%	0%	2%	-6%	-1
- Nc1cc(=O)[nH]c(SCc2cccc3ccccc23)n1
 : -0.9%	-18%	-1%	x	9%	4	-12%	3%	-7%	1%	4
- CCc1nnc(NC(=O)CSc2nnc(-c3c[nH]c4ccccc34)n2C)s1
 : 0.0%	-12%	6%[7.66 µM]	4%	4%	-6	0%	0%	-1%	-11%	4
